Large T inhibition – SV40 large T antigen inhibitors, biochemical (AID 1903). one-dose inhibition, % at 20 µM; IC50 in µM for titrated hits. SV40 large T antigen ATPase/helicase inhibition assay; higher % means a stronger effect. 310,000 compounds, 0.39% hits; in the data active = a potency from the dose series; also: strong numbers were not always called active
PhoP inhibition – PhoP-dependent GFP reporter repression – Salmonella Typhimurium, primary screen (AID 1863). S. Typhimurium PhoP-regulated promoter GFP reporter, 4 h; higher % means a stronger effect. one-dose inhibition, % at 50 µM; IC50 in µM for titrated hits. 300,000 compounds, 0.16% hits;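 active = inhibition over 29.93%, a cutoff 3 SD above the screen mean, later confirmed by dose response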;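 also: 0% = low Mg2+ inducing control and 100% = high Mg2+ repressing control; strong numbers were not always called active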
human PMI inhibitors – MPI inhibition at elevated mannose 6-phosphate – biochemical, fluorescence intensity, high mannose 6-phosphate, primary screen (AID 1220); recombinant PMI enzyme, coupled fluorescence intensity; higher % means a stronger effect; 190,000 compounds, 0.66% hits; one-dose inhibition, % at 20 µM; IC50 in µM for titrated hits
CSM14.1 death rescue – protection against thapsigargin-triggered cell killing – 384-well, CSM14.1, ATP luminescence, primary screen (AID 1222). CSM14.1 thapsigargin-induced death rescue, ATP luminescence; higher % means a stronger effect. one-dose cellular ATP content (survival), % at 20 µM; EC50 in µM for titrated hits. 190,000 tested, under 10 active;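 active = EC50 below 50 µM in the dose-response confirmation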;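 also: death triggered by thapsigargin at about 15 µM added after 2 h compound pretreatment; cell ATP read after overnight thapsigargin exposure of roughly 18 to 22 hours; normalized against plate controls of thapsigargin alone and 5% DMSO vehicle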
West Nile antiviral – West Nile virus antiviral activity, cell-based, CPE readout (AID 1621); West Nile virus-infected cells, CPE inhibition; higher % means a stronger effect; CPE inhibition, % at 10 µM, or IC50 in µM where a hit was titrated; 290,000 compounds, 0.02% hits; in the data active = a potency from the dose series; also: strong numbers were not always called active
human PMI inhibition – inhibitors of human PMI, primary screen, biochemical, fluorescence intensity, coupled assay (AID 1209); purified PMI enzyme, coupled fluorescence intensity; higher % means a stronger effect; one-dose inhibition, % at 20 µM; IC50 in µM for titrated hits; 190,000 compounds, 0.42% hits;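 also: plate controls were DMSO vehicle for no effect and wells lacking substrate for full effect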
TNAP activators – stimulation of alkaline phosphatase TNAP activity – biochemical, luminescent, no phosphate acceptor, uHTS, primary screen (AID 1001); purified TNAP, luminescent activation assay, no phosphate acceptor; higher activation fold means a stronger effect; one-dose activation fold at 20 µM; EC50 in µM for titrated hits; 200,000 compounds, 0.03% hits; in the data active = activation fold from about 3, or a potency from the dose series; inactive = the rest, 99 in 100 with activation fold below about 1.6; also: many of its hits are not listed in these tables
RSV antiviral HEp-2 – RSV antiviral activity via CPE protection, HEp-2 cells, primary 10 µM value included (AID 2391) | HEp-2 cells, RSV-induced CPE inhibition; higher % means a stronger effect | one-dose CPE inhibition, % at 10 µM; IC50 in µM for titrated hits | 310,000 compounds, 0.13% hits; in the data active = a potency from the dose series; also: strong numbers were not always called active
Ins promoter up – MIN6 insulin promoter up-regulation; MIN6 insulin promoter-GFP reporter, high-content imaging; stronger effect = higher value; z-score at 5 µM; 190,000 compounds, 0.3% hits; AID 1625;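 active = z-score above 3 at 5 µM with at least 500 cells counted in the well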
Ins promoter up cell count – also measured in Ins promoter up; calls as there; cell count; measured here: cytotoxicity, nuclei count;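 total cells summed across four imaged fields per well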
* marks the source's active call; other numbers are inactive results; . = not tested or not shown. Rule as the data show it, unless noted: active = inhibition above about 50%; inactive = the rest.

cpd	SMILES	Large T inhibition	PhoP inhibition	human PMI inhibitors	CSM14.1 death rescue	West Nile antiviral
1	CCn1c2ccccc2c2cc(/C=N/n3c(C)nnc3C)ccc21	16%	-6%	4%	0.7%	1.8%
2	CCOc1cc(S(=O)(=O)NCc2cccnc2)c(C)cc1C	6%	3%	2%	1.0%	-0.6%
3	O=C(NCc1ccccc1Cl)NCc1ccccc1Cl	0%	-6%	.	.	0.9%
4	COc1ccc(N2C(=O)N3[C@H](c4ccc(Cl)cc4)[C@@H]4C(=O)N(C5CCCCC5)C(=O)[C@@H]4[C@]3(Cc3ccc(Cl)cc3)C2=O)cc1	9%	14%	.	.	-1.3%
5	COc1ccc(C2CC(c3ccc(Br)cc3)=NN2C(=O)CN2CCCC2)cc1 (centres undefined)	17%	-4%	.	.	0.0%
6	c1ccc(Cc2nnc3sc(-c4ccco4)nn23)cc1	20%	-15%	5%	-0.2%	-0.2%
7	O=C(CN1C(=O)COc2ccccc21)NCCN1CCCC1	6%	1%	.	.	0.1%
8	Cc1cccc(C)c1-n1c(C)nn(CCOc2ccccc2)c1=O	-4%	-10%	-6%	0.1%	-0.4%

cpd	human PMI inhibition	TNAP activators	RSV antiviral HEp-2	Ins promoter up	Ins promoter up cell count
1	12%	1.1	17%	0.54	958
2	4%	1.1	-0.9%	0.63	1425
3	.	.	-0.7%	0.17	1258
4	.	.	6.0%	.	.
5	.	.	-0.6%	-0.07	1024
6	-1%	1.1	4.0%	-0.53	1059
7	.	.	2.0%	.	.
8	-3%	1.1	-0.6%	0.5	1632

(list continues)
cpd	SMILES	Large T inhibition	PhoP inhibition	human PMI inhibitors	CSM14.1 death rescue	West Nile antiviral
9	CCC(CC)c1nc(C#N)c(NC(C)c2ccccc2)o1 (centres undefined)	5%	3%	6%	-1.7%	-1.7%
10	CCCCOC(=O)Nc1nnc(-c2ccccc2OC)s1	1%	4%	-7%	-0.8%	0.4%
11	COc1ccc2nc(NC(=O)C3CCCO3)sc2c1 (centres undefined)	12%	-10%	-3%	-1.2%	0.2%
12	O=C(NCc1ccco1)c1cc2cc(Br)ccc2o1	7%	1%	.	.	-0.2%
13	CC(C(=O)N1CCOCC1)(c1ccccc1)c1ccccc1	7%	11%	4%	-0.7%	0.2%
14	CC12CCC(=O)N1C(C(=O)NCCc1ccccc1)CS2 (centres undefined)	16%	-4%	.	.	-0.7%
15	Cc1ccc2c(NC(=O)c3ccc(Br)o3)cccc2n1	6%	2%	.	.	-0.1%
16	CCOc1cc(N2CCOCC2)c(OCC)cc1NCC(=O)N1CCN(Cc2ccccc2)CC1	15%	-7%	.	.	-0.2%

cpd	human PMI inhibition	TNAP activators	RSV antiviral HEp-2	Ins promoter up	Ins promoter up cell count
9	6%	0.9	4.0%	-0.3	1124
10	-5%	1.2	2.2%	0.04	1099
11	7%	1	1.2%	0.49	1439
12	.	.	12%	.	.
13	11%	1	0.7%	0.06	1118
14	.	.	1.1%	.	.
15	.	.	2.2%	.	.
16	.	.	-2.2%	0.6	992

Continued:
cpd	SMILES	Large T inhibition	PhoP inhibition	human PMI inhibitors	CSM14.1 death rescue	West Nile antiviral
17	CN(CC(=O)NC1CCCCC1)S(=O)(=O)c1ccc(Br)s1	2%	-8%	3%	-2.2%	0.3%
18	Cc1ccnc(NC(=O)CCC(=O)N(CC(=O)NC2CCCCC2)CC2CCCO2)c1 (centres undefined)	-5%	-5%	-3%	-0.5%	0.0%
19	Cc1cc(OCC(=O)Nc2cnn(CCCC(=O)O)c2)ccc1[N+](=O)[O-]	5%	-3%	2%	-7.0%	0.4%
20	Nn1c(SCc2ccc(Br)cc2)nnc1-c1cccnc1	19%	-11%	.	.	-0.7%
21	O=C1CN(C(=O)Cn2ncc(Cl)c(Cl)c2=O)c2ccccc2N1	7%	5%	-4%	1.7%	-2.2%
22	CC(C)CNc1nc(N)c([N+](=O)[O-])c(NCc2ccccc2)n1	17%	-15%	.	.	-1.3%
23	CN1CCc2c(n(CC(O)CNCc3ccccc3)c3ccccc23)C1=O (centres undefined)	15%	0%	7%	-0.5%	0.7%
24	NC(=O)c1ccccc1NC(=O)CSC1=NCCS1	0%	-2%	.	.	0.5%

cpd	human PMI inhibition	TNAP activators	RSV antiviral HEp-2	Ins promoter up	Ins promoter up cell count
17	8%	1.1	1.1%	1.2	1150
18	-6%	1.1	1.2%	.	.
19	-21%	1.2	0.8%	-0.4	1066
20	.	.	-1.2%	0.59	1398
21	-3%	1.1	.	-2.4	557
22	.	.	9.7%	.	.
23	1%	1	-1.7%	-0.23	1532
24	.	.	0.6%	.	.

In the list so far, three have a furan ring, fused or not:
cpd	SMILES	Large T inhibition	PhoP inhibition	human PMI inhibitors	CSM14.1 death rescue	West Nile antiviral
6	c1ccc(Cc2nnc3sc(-c4ccco4)nn23)cc1	20%	-15%	5%	-0.2%	-0.2%
12	O=C(NCc1ccco1)c1cc2cc(Br)ccc2o1	7%	1%	.	.	-0.2%
15	Cc1ccc2c(NC(=O)c3ccc(Br)o3)cccc2n1	6%	2%	.	.	-0.1%

cpd	human PMI inhibition	TNAP activators	RSV antiviral HEp-2	Ins promoter up	Ins promoter up cell count
6	-1%	1.1	4.0%	-0.53	1059
12	.	.	12%	.	.
15	.	.	2.2%	.	.

Other structures follow:
cpd	SMILES	Large T inhibition	PhoP inhibition	human PMI inhibitors	CSM14.1 death rescue	West Nile antiviral
25	COc1cccc(OCC(O)CO)c1 (centres undefined)	1%	0%	4%	0.1%	0.3%
26	O=C(Nc1ccccc1C(=O)N1CCCCCC1)c1ccccc1	8%	-12%	.	.	-0.2%
27	COC(CNC(=O)CC1C(=O)N(Cc2ccccc2)C(C)c2nc3ccccc3n21)OC (centres undefined)	-5%	4%	-24%	1.6%	0.1%
28	Nc1c(C(=O)NC2CCCCC2)c2nc3ccccc3nc2n1/N=C/c1ccco1	.	.	14%	-0.4%	.
29	COc1ccc(-c2ccc(S(=O)(=O)N3CCOCC3)cc2)cc1	0%	-7%	4%	.	-0.2%
30	Nc1ccccc1C#Cc1cnccn1	9%	-1%	.	.	0.3%
31	CCCn1c(SCC(=O)NC2CCCCC2)nnc1-c1cccnc1	8%	-4%	.	.	-0.7%
32	CCOC(=O)c1c(NC(=O)COC(=O)c2cc(OC)c(OC)cc2[N+](=O)[O-])sc(C)c1CC	5%	-12%	33%	-2.0%	-1.6%

cpd	human PMI inhibition	TNAP activators	RSV antiviral HEp-2	Ins promoter up	Ins promoter up cell count
25	12%	1.1	-0.3%	-0.13	1177
26	.	.	0.7%	-0.51	1176
27	-21%	1	1.2%	0.59	1179
28	1%	1.1	.	-0.65	1114
29	12%	1	0.8%	0.52	1510
30	.	.	-0.2%	.	.
31	.	.	1.3%	.	.
32	10%	1	3.9%	0.67	1151

The results go on:
cpd	SMILES	Large T inhibition	PhoP inhibition	human PMI inhibitors	CSM14.1 death rescue	West Nile antiviral
33	CCOC(=O)c1ccc(N=NN(C)C)cc1	9%	-12%	.	.	0.5%
34	NC(=O)C1CCN(C(=O)/C=C/c2cc(Br)ccc2F)CC1	6%	11%	-3%	1.9%	-0.6%
35	CC(C)NC(=O)c1onc(CSc2ccccc2)c1C(=O)O	0%	-6%	-10%	0.3%	-0.1%
36	O=C(Nc1cccn(Cc2c(Cl)cccc2Cl)c1=O)c1ccc(Cl)cc1	-5%	5%	29%	3.6%	0.0%
37	COc1ccc2c(C)cc(SCC(=O)Nc3ncc(Cl)cc3Cl)nc2c1	4%	11%	9%	-1.3%	-0.6%
38	CC(NC(=S)NCCCN1CCOCC1)C12CC3CC(CC(C3)C1)C2 (centres undefined)	13%	4%	1%	0.7%	-0.5%
39	O=C(O)c1cccnc1SCC(=O)N1CCCCCC1	14%	-4%	-5%	-0.9%	-0.2%
40	CC(=O)C1C(=O)C=C(c2ccco2)CC1c1ccccc1 (centres undefined)	5%	-6%	-7%	-3.0%	0.0%

cpd	human PMI inhibition	TNAP activators	RSV antiviral HEp-2	Ins promoter up	Ins promoter up cell count
33	.	.	0.1%	-0.39	1066
34	0%	1.1	2.0%	0.7	1231
35	-3%	1.1	-0.2%	-0.54	1531
36	20%	1	17%	.	.
37	12%	1.3	1.4%	0.19	1265
38	-2%	1.1	-3.3%	-0.07	1221
39	-2%	1.1	1.6%	0.51	1360
40	-1%	1	1.5%	-0.01	1248

3 compounds from above, arranged by the number in Large T inhibition, high to low.
| nr | Compound | Large T inhibition |
| --- | --- | --- |
| 33 | CCOC(=O)c1ccc(N=NN(C)C)cc1 | 9% |
| 40 | CC(=O)C1C(=O)C=C(c2ccco2)CC1c1ccccc1 (centres undefined) | 5% |
| 37 | COc1ccc2c(C)cc(SCC(=O)Nc3ncc(Cl)cc3Cl)nc2c1 | 4% |

More compounds.
cpd	SMILES	Large T inhibition	PhoP inhibition	human PMI inhibitors	CSM14.1 death rescue	West Nile antiviral
41	O=C(Nc1ccccc1N1CCOCC1)c1cc(F)cc(F)c1	22%	-4%	9%	-0.1%	0.0%
42	CCOC(=O)c1c(N)n(CC(C)NC(=O)C2CC2)c2nc3ccccc3nc12 (centres undefined)	1%	-5%	4%	-2.4%	0.6%
43	COc1ccc2nc3oc(C(=O)N4CC(C)CC(C)C4)cc3cc2c1 (centres undefined)	14%	2%	.	.	0.2%
44	COc1ccc(C(C(=O)NC(C)(C)C)N(C(=O)CCC(=O)Nc2cc(C)on2)c2c(C)cccc2C)cc1 (centres undefined)	4%	-4%	.	.	-0.3%
45	Cc1ccc2[nH]c(CN3CCC(CO)(CC4CCCCO4)CC3)c(C)c2c1 (centres undefined)	2%	-7%	19%	-2.0%	-1.9%
46	COc1ccc(N(CC(=O)NC2CCCC2)C(=O)CS(=O)CC(=O)Nc2ccc3c(c2)OCO3)cc1 (centres undefined)	18%	-7%	.	-0.3%	0.2%
47	O=C(CSc1nnc(CCCN2C(=O)c3cccc4cccc(c34)C2=O)n1-c1ccccc1)NCCCN1CCOCC1	10%	-2%	18%	-2.9%	-0.3%
48	O=C(CCC(=O)Nc1cccc([N+](=O)[O-])c1)N/N=C/c1cccs1	-2%	8%	.	.	-0.5%

cpd	human PMI inhibition	TNAP activators	RSV antiviral HEp-2	Ins promoter up	Ins promoter up cell count
41	8%	1.1	2.4%	1.6	1594
42	-11%	1.1	.	-0.28	1331
43	.	.	2.7%	.	.
44	.	.	6.7%	.	.
45	12%	1	3.6%	-0.39	1418
46	.	1.1	0.7%	.	.
47	13%	1	2.8%	-0.54	1188
48	.	.	-0.1%	.	.

(cont.)
cpd	SMILES	Large T inhibition	PhoP inhibition	human PMI inhibitors	CSM14.1 death rescue	West Nile antiviral
49	COc1ccc(S(=O)(=O)N2CCN(CCC(=O)Nc3ccccc3F)CC2)cc1	0%	-3%	4%	-0.5%	-0.4%
50	O=C(c1ccc2c(c1)OCO2)N1CCN(C(=O)c2ccco2)CC1	0%	17%	9%	0.2%	-0.2%
51	Cc1nn(CC(=O)NCC2CCCO2)c(=O)c2cc3ccccc3n12 (centres undefined)	4%	-7%	.	.	0.1%
52	Cc1ccc(NC(=S)N2CCN(Cc3ccccc3)CC2)c(C)c1	15%	12%	-11%	-1.0%	-0.6%

cpd	human PMI inhibition	TNAP activators	RSV antiviral HEp-2	Ins promoter up	Ins promoter up cell count
49	6%	1.1	1.0%	0.59	934
50	7%	1	1.4%	.	.
51	.	.	0.8%	.	.
52	-2%	1.1	0.1%	-0.05	1314

Compound activity from PubChem.
